Hsp70 activator – switches on Hsp70 transcription; HeLa Hsp70 promoter luciferase reporter, luminescence; scaled: vehicle 0, proteasome-inhibitor control 100%; activation, % at 10 µM; 200,000 tested, 0.04% active;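 active means activation above the mean across all tested compounds plus 3 SD, cutoff set per campaign, cut at about 5.5% in these data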;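 further: 100% = MG132 at 30 µM as the positive control and 0% = DMSO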
S1P3 antag – antagonists of human S1P3 receptor. 170,000 tested, 0.27% active. AID 485. CHO S1P3 NFAT-BLA reporter, FRET fluorescence, antagonist mode. inhibition, % at 4.98 µM;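 active means inhibition above the plate cutoff, the mean inhibition of test wells on that plate plus 3 SD, cut at about 28% in these data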;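 further: cells challenged with S1P at its EC80 of 0.8 µM; blue over green emission ratio from cleaved BLA substrate after 4 h stimulation; 0% = S1P-stimulated wells and 100% = unstimulated DMSO-only wells; some compounds past the cut are filed as inactive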
RAM network inh – blocks the yeast RAM network; inhibition, % at 50 µM; S. cerevisiae dse1pr::URA3 reporter, 5-FOA growth OD615, 2 d; analog-sensitive cbk1-as2 kinase mutant strain; 190,000 tested, 1.8% active;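 active means inhibition above a set limit, 3 SD over mean compound inhibition, cut at about 8.4% in these data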;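 further: 0% = DMSO-only wells with no growth and 100% = 10 µM 1-NA-PP1 full growth; inhibition rescues growth on 5-FOA so higher OD means more RAM inhibition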
L major viab – reduces viability of Leishmania major promastigotes. 200,000 tested, 9% active. inhibition, % at 10 µM. resazurin fluorescence viability. AID 1063; in the data active means inhibition above about 50%;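 further: promastigotes grown with compound for 44 hours at 28 °C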
TNAP inh noacc – inhibitors of human TNAP without phosphate acceptor. P05186. 200,000 tested, 0.26% active. inhibition, % at 20 µM. purified TNAP, CDP-star luminescence, 30 min;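 active means tissue-nonspecific alkaline phosphatase inhibition above about 50% at 20 µM in the single-dose screen, limit read from the data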;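 further: 0% = DMSO negative control and 100% = EDTA positive control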
Target sequence (P05186 whole entry, looked up): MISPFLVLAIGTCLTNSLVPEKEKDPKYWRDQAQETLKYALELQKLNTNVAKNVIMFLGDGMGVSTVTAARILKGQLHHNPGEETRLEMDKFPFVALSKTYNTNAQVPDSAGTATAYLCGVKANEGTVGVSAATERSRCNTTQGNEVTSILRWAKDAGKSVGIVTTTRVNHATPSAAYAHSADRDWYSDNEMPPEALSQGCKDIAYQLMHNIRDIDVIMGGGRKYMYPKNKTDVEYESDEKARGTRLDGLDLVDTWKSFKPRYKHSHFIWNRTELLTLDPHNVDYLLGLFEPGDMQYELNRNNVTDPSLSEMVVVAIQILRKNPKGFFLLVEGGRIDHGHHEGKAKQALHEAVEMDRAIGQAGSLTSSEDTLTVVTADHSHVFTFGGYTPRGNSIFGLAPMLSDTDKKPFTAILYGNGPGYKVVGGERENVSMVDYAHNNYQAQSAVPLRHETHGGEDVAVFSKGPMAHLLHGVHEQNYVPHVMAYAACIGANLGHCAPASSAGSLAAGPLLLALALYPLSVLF
PMI act hi M6P – PMI (human) activation, high substrate; coupled PMI enzyme assay, resazurin fluorescence, 20 min; hits give high values; 1 = untreated enzyme, 0 = substrate-free blank; activation factor at 20 µM; 190,000 tested, 0.34% active;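 active means activation factor of 2 or more at 20 µM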
Target sequence (P34949 whole entry, looked up): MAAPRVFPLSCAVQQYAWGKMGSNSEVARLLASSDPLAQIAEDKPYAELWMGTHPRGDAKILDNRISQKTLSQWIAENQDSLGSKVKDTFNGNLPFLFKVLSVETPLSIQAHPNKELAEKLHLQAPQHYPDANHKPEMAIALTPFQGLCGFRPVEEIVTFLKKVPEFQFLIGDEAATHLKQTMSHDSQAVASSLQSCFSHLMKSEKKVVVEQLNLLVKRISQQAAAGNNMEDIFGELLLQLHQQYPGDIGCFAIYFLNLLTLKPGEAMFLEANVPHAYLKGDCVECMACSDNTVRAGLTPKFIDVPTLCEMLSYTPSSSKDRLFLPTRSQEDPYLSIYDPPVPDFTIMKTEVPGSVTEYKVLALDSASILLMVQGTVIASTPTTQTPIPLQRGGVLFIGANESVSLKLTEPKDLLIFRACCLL
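Test system: human PMI in coupled enzyme assay; Input: PMI at 15 ng/mL final; Medium: HEPES buffer, pH 7.4; Schedule: 20 min incubation at room temperature; Technique: resorufin fluorescence at Ex 544/Em 590 nm; Compound: 20 µM single dose; Probe or stimulus: Near-saturating mannose-6-phosphate, 1.0 mM.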
TNAP inh hi DEA – blocks human TNAP under high phosphate acceptor concentration | purified TNAP, CDP-star luminescence, 1 M DEA | inhibition, % at 20 µM | P05186 | 200,000 tested, 0.03% active;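 active means over 50% inhibition of tissue-nonspecific alkaline phosphatase at 20 µM in the single-dose screen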;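 further: plate controls were DMSO wells for no effect and EDTA-quenched wells as full inhibition for full effect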
HMGR II inh – blocks class II HMG-CoA reductase of Enterococcus faecalis | purified E. faecalis HMGR, NADPH absorbance 340 nm kinetic | inhibition, % at 10 µM | AID 1066 | 190,000 tested, 0.41% active;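 active means inhibition above a set limit, the median over all tested compounds plus 3 SD, cut at about 9.5% in these data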;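 further: enzyme runs in reverse so mevalonate oxidation gives rising NADPH absorbance; 0% = complete reaction with DMSO and 100% = background rate lacking mevalonate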
PMI activator – increases human mannose-6-phosphate isomerase activity; P34949; purified human PMI, coupled resazurin fluorescence, 20 min; hits give high values; 1 = vehicle control, 0 substrate-free wells; activation factor at 20 µM; 190,000 tested, 0.005% active; AID 1214;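 active means activation factor of 2 or more at 20 µM, relative to plate controls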
Redox H2O2 prof – compounds producing H2O2 with reducing agent – biochemical, NIH compound library profiling, artefact control for MLSCN library redox annotation, primary screen. activation, % at 10 µM. DTT-dependent redox cycling H2O2, phenol red/HRP absorbance; 100% = 100 µM peroxide control, 0% = buffer. 200,000 tested, 0.03% active;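 active means activation of at least 50% relative to the plate's high and low controls in the primary single-dose screen; inactive means activation below 50%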;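 further: compound incubated with DTT at 0.8 mM final as the reducing agent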
The depositor's hits bear a star; x = no result given; & = joins results of further samples. Compounds as they come. Share with any hit: about 12%.

SMILES	Hsp70 activator	S1P3 antag	RAM network inh	L major viab	TNAP inh noacc	PMI act hi M6P	TNAP inh hi DEA	HMGR II inh	PMI activator	Redox H2O2 prof
CC(NC(=O)CC(O)(C(F)(F)F)C(F)(F)F)c1ccccc1 (stereo unspecified)	-0.3	25	1.1	-5	-1	0.9	3	1	0.9	0.1
OCc1cc(CO)c(O)c(CCc2ccccc2)n1	-0.1	x	1.1	-1	-16	1.1	-8	-6	1.1	-0.1
Cc1ccc(N(C(=O)Cc2cccs2)C(C(=O)NC2CCCC2)c2ccncc2)cc1 (stereo unspecified)	-0.1	0	-0.5	1	-12	1	-10	1	1	-0.7
CCc1cccc(CC)c1N(COC)C(=O)Cn1ccccc1=N	-0.2	5	2.2	-4	-8	1	-4	1	1	-1.1
CNCC(O)COc1ccccc1 (stereo unspecified)	-0.1	x	1.3	-6	-22	1	-7	-5	1	-0.1
CCOC(=O)C1(O)CSc2nc3sc(C(=O)O)c(C)c3c(=O)n21 (stereo unspecified)	-0.1	25	0.7	-6	-16	1.2	-4	-5	1	-0.9
CC(C)(C)NC(=O)NC(=O)COC(=O)c1ccc(OC(F)F)cc1	-0.3	-5	0.4	41	-2	1	-8	0	1.1	0.5
O=C1C(N2CCOCC2)=C(n2nnc3ccccc32)C(=O)c2ccccc21	0.2	x	-0.1	100*	10	1.4	2	-3	1.2	0.1
Oc1ccc(N=Cc2ccc(OCc3ccccc3)cc2)cc1	-0.1	-9	2.8	0	-5	0.4	15	-1	0.6	9.8
Cc1ccc(C(=O)N2CCN(c3ccccc3Cl)CC2)cc1[N+](=O)[O-]	0.0	-13	0.9	-1	-5	0.9	2	-5	0.9	-2.4
COc1cc(-c2nnn(CC#N)n2)ccc1OCc1ccccc1	0.5	x	1.2	22	11	1	0	-1	1	-0.5
O=C(CN1CCN(c2ccccn2)CC1)NC(=O)NC1CCCCC1	-0.3	13	0.7	-4	-20	1.1	-8	-6	1.1	-2.1
Cc1nc2sc(C(c3ccco3)N3CC(C)OC(C)C3)c(O)n2n1 (stereo unspecified)	0.3	-3	0.4	-7	10	1.1	-8	-3	1	0.7
O=C(Nc1cccc(NC(=O)c2ncn[nH]2)c1)c1cccc(Cl)c1	-0.1	-18	3.6	100*	-58	1	-2	-7	1.1	-0.6
C=C(C)C1CC=C(C)/C(=N/NC(=O)COc2ccc(C)cc2)C1 (stereo unspecified)	-0.1	x	3.2	2	-3	1	3	0	1	0.0
Cc1c(C(=O)C(=O)NCc2ccco2)c2ccccc2n1C	-0.1	-12	-0.4	0	-4	0.9	3	-1	0.9	0.0
O=C(N/N=C/c1ccc([N+](=O)[O-])o1)c1cccc(S(=O)(=O)N2CCOCC2)c1	-0.2	8	0.0	99*	10	0.7	8	-7	1.2	-2.4
COc1ccc(-c2nc3ccccc3c(=O)n2CCOc2c(C)cccc2C)cc1	-0.2	4	17*	7	-8	1	4	-1	0.9	2.9
CN(c1ccccc1)S(=O)(=O)c1cccc(C(=O)NCCc2ccc(O)c(O)c2)c1	-0.2	-22	-0.6	1	51*	0.8	13	-3	0.5	-2.3
CCOC(=O)c1c(CN2CCCCC2)oc2ccc(OC)cc12	-0.4&-0.4	x	-0.8&1.4	21&1	-8&-9	0.9&1	-5&0	-3&-2	0.9&1	-1.2&0.2

Only L major viab and Hsp70 activator (2 entries from above):
Structure,L major viab,Hsp70 activator
OCc1cc(CO)c(O)c(CCc2ccccc2)n1,-1,-0.1
Cc1ccc(N(C(=O)Cc2cccs2)C(C(=O)NC2CCCC2)c2ccncc2)cc1 (stereo unspecified),1,-0.1

Later entries:
SMILES	Hsp70 activator	S1P3 antag	RAM network inh	L major viab	TNAP inh noacc	PMI act hi M6P	TNAP inh hi DEA	HMGR II inh	PMI activator	Redox H2O2 prof
O=C(Nn1c(=O)[nH]c2ccccc2c1=O)c1ccco1	0.0	x	1.7	3	-9	1	-4	2	1	-0.1
COc1cc(NC(=O)c2ccccc2[N+](=O)[O-])ccc1NC(=O)C(C)C	-0.4	-12	0.8	-9	-19	1	-3	-9	1	1.2
CCC(=O)c1ccc(OCCn2cnc3ccccc32)cc1	-0.2	-6	0.1	7	-6	0.9	-6	2	1	-0.7
CC(C)CC(NC(=O)C1CCC(C)CC1)C(=O)NCc1ccccn1 (stereo unspecified)	0.0	x	0.3	-3	-8	1	-6	0	1	0.4
O=C(N/N=C/c1ccc2cccnc2c1)c1ccco1	0.1	1	0.1	0	-15	1	-3	4	1.1	1.0
Cc1ccc(NC(C)C(=O)N/N=C/c2ccc([N+](=O)[O-])s2)cc1 (stereo unspecified)	-0.1	7	2.5	100*	-5	0.8	5	-10	0.9	-0.8
c1csc(-c2cn3c(n2)SCC3)c1	0.0	-62	1.2	-8	-6	1.1	0	-7	1	1.1
CCOC(=O)C(C)Sc1nc(N)c(NC(=O)c2ccc(OC)c(OC)c2)c(=O)[nH]1 (stereo unspecified)	-0.2	2	1.0	-6	-12	0.9	-2	5	0.9	0.3
CCCc1noc2c1C(c1cc(Br)ccc1F)C(C#N)=C(N)N2 (stereo unspecified)	-0.3	-5	1.7	28	-6	0.8	-7	-1	0.8	0.4
O=c1c2ccccc2cnn1Cc1n[nH]c(=S)n1-c1ccc(F)c(Cl)c1	-0.1	-2	2.7	-10	1	1	-4	-1	1	-0.6
O=C(COc1ccccc1F)NC1CCN(Cc2ccccc2)CC1	-0.4	x	0.1	91*	-2	1.1	-4	-1	1	-0.1
CC1=C(C(=O)OC(C)C)C(c2ccc(Br)s2)NC(=O)N1C (stereo unspecified)	-0.1	-1	0.2	8	-12	1	-9	-5	1.2	0.3
O=Cc1cc2ccccc2nc1SCc1ccc(Cl)c(Cl)c1	-0.3	x	8.6*	95*	-3	1	0	-4	0.9	2.5
CCC(C)NC(=O)C1CN(S(=O)(=O)c2ccccc2)CCN1S(=O)(=O)c1ccccc1 (stereo unspecified)	0.5	-40	2.0	0	-10	1	-2	-5	1	-0.6
Cn1nc(C(C)(C)C)cc1C(=O)O	0.0	-1	-0.6	0	-6	0.9	-2	-6	1	-0.2
COC(=O)C1(C(=O)OC)NOC2C(=O)N(c3ccccc3)C(=O)C21 (stereo unspecified)	-0.4	x	0.5	-7	-12	0.9	11	2	1	1.9
CCCCCn1c(CN2CCN(C)CC2)nc2c1c(=O)n(C)c(=O)n2C	-0.2	-8	1.5	-4	-7	1	0	3	1.1	-0.7
Cc1ccc([C@@H]2C3COCC=C3C(C#N)=C(N)C2(C#N)C#N)o1 (stereo partly specified)	0.8	0	1.0	17	-22	0.5	-6	3	0.8	0.0
O=C(Nc1ccccc1)c1ccc(=O)n(Cc2cccc(Cl)c2)c1	-0.2	-16	0.0	32	-4	1	-4	2	1	-0.7
O=C(Nc1cccc(F)c1)c1ccc(S(=O)(=O)N2CCOCC2)cc1	-0.3	-7	1.8	1	-11	1	-3	1	1	-1.1
CC(C)c1nc(SCC(=O)c2ccc(F)cc2)c2ccccc2n1	-0.1	4	6.2	12	-7	1	2	-10	0.9	-1.2
COc1ccc(OCC(=O)N/N=C\c2ccco2)cc1	-0.1	-18	2.7	-2	-10	1	-8	-5	0.9	0.5
COc1cc(NC(=O)CSc2nc3cc(C)ccc3cc2C)c(C(=O)O)cc1OC	-0.4	-15	2.2	-8	1	0.9	2	-5	1	2.9
Cn1ccnc1C(O)c1ccco1 (stereo unspecified)	0.1	x	-0.8	-1	6	0.9	0	-4	0.9	2.8
COC(=O)c1ccsc1NC(=O)c1ccccc1	-0.4	-8	2.7	-5	-8	1	-2	1	1	-0.7
Cc1ccc2cc(/C=C3\N=C(c4ccccc4)OC3=O)c(N3CCOCC3)nc2c1	-0.4	x	0.5	-5	-15	1	-4	-1	1	-0.2
CC(NC(=O)CSc1nnc(COc2ccccc2)o1)c1ccccc1 (stereo unspecified)	0.5	x	0.8	0	-4	1.1	-7	-1	1.1	-0.1
Nc1nnnn1/N=C/c1cccc(Oc2ccccc2)c1	-0.4	x	3.5	-4	-8	1	-2	-3	1	0.1
C=C(C)COc1ccc(-c2n[nH]c(C)c2-c2ccccc2OC)c(O)c1	-0.3	18	2.3	-8	-5	1	-4	0	0.9	-0.2
O=C(O)CCC(=O)OCC1CCCCC1	0.1	x	-0.3	-6	-12	1	-4	3	0.9	0.1
CSc1ccccc1C(=O)Nc1cc(C)ccc1C	-0.1	-13	0.2	5	-8	1	-3	-1	1	0.0
CC(C)c1ccc(C(=O)NCCCN2CCN(CCCNC(=O)c3ccc(C(C)C)cc3)CC2)cc1	-0.1	3	2.3	13	-31	0.9	-5	0	1	-0.4
O=C(COC(=O)[C@@H]1CC(O)CN1S(=O)(=O)c1ccc2c(c1)OCCO2)Nc1ccccc1F (stereo partly specified)	-0.2	-16	0.4	-10	-13	1.1	-2	-5	1.1	-0.1
CCN(CC)c1ncnc2c1cnn2C	-0.1	5	2.1	0	-14	0.9	-6	-3	1	-0.3
CCCCc1ccc(CC(=O)O)cc1	-0.3	-5	-1.7	-1	-5	1	-3	-3	1	1.3
COc1ccc(NC(=S)Nc2cc(S(=O)(=O)N3CCCCC3)ccc2OC)cc1	-0.4	0	2.1	91*	-27	0.8	0	-4	0.9	-0.2
COc1cccc(N2CCN(C(=O)CN(c3ccc(C)cc3)S(=O)(=O)c3c(C)n[nH]c3C)CC2)c1	-0.4	-10	0.3	5	6	0.8	-10	-7	0.9	-1.2
CCOC(=O)C1=C(N)OC2=C(C(=O)CCC2)C1c1cccnc1 (stereo unspecified)	-0.2	x	-0.1	-2	-4	1	-7	-8	1	-0.4
COc1ccc(NC(=O)CSc2nnc(C3CCCCC3)o2)c(OC)c1	-0.1	x	-0.1	-3	-15	1	-1	-3	1	2.1
CC(C)(C)NC(=O)c1ccc2nsnc2c1	0.1	-1	2.0	-6	-5	1	-3	2	1.1	-0.2
Cc1ccc([N+](=O)[O-])cc1Nc1nc(N2CCOCC2)nc(N2CCOCC2)n1	-0.1	5	-0.3	3	-3	x	-1	10*	x	-0.2
C=CCNC(=O)C1CCN(c2ccc(S(=O)(=O)N3CCOCC3)cc2[N+](=O)[O-])CC1	-0.3	-1	-0.6	1	4	0.9	3	-2	1	-0.3
CC(C)(C)CC(=O)OCC(=O)Nc1cc(C(C)(C)C)nn1-c1ccccc1	-0.5	x	2.3	-19	-5	0.9	-3	-3	0.9	1.0
CCN(CC)S(=O)(=O)c1cc(C(=O)NC2=NCCS2)ccc1Cl	-0.4	x	0.9	21	-16	1	-5	-3	1	0.1
CCc1ccc(NC(=S)N(CCCN2CCN(C)CC2)Cc2cccs2)cc1	-0.3	11	-0.8	15	-11	0.9	-1	0	0.9	-0.7
Cc1ccccc1Cn1nc(C)c(NC(=O)/C=C/c2cnn(C)c2)c1C	-0.5	-9	-1.0	17	-6	1.1	1	-5	1	-0.1
